From PubChem BioAssay
GLS inhibitor: qHTS for Inhibitors of Glutaminase (GLS) | GLS enzymatic activity, qHTS titration | Potency, µM (top dose mostly 45.5 µM), without a hit: top-dose activity change, negative = inhibition, actives largely listed as inhibitors | 410,000 tested, 0.21% active | Glutaminase kidney isoform, mitochondrial (Homo sapiens), O94925; further: on the % scale 0 is the no-effect control and ±100 the full control effect
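Compounds were pin-transferred onto hKGA, after which L-glutamine (1 mM solution) and a detection mix of glutamate oxidase, HRP and Amplex Red were added. Initial and 30 min RT fluorescence reads were collected.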
POLI inh: qHTS for Inhibitors of Polymerase Iota; DNA polymerase iota (Homo sapiens), Q9UNA4; Pol iota fluorescent replication assay, 10 min; Potency, µM (titrated, usually from 115 µM), for the others: at the highest dose activity, negative = inhibition, hits mostly inhibitors; 390,000 tested, 1% active; AID 588590, 2011
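Fluorescent replication assay read twice, at 0 min and 10 min after adding 50 nM (final) substrate. Enzyme (10 nM) and compounds were first incubated 15 min at room temperature; enzyme-free buffer wells were negative controls.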
Tb PGK inh: qHTS Assay to Find Inhibitors of Phosphoglycerate Kinase; Phosphoglycerate kinase, glycosomal (Trypanosoma brucei brucei), P07378; PGK/GAPDH coupled, Kinase-Glo luminescence, 60 min; Potency, µM (top dose mostly 57.5 µM), for inactives: at the highest dose activity change, negative = inhibition, hits mostly inhibitors; 380,000 tested, 0.043% active; further: on the % scale 0 is the no-effect control and ±100 the full control effect; nearly all actives have a fitted effect of over 60% in size
Target sequence (P07378 whole entry, looked up): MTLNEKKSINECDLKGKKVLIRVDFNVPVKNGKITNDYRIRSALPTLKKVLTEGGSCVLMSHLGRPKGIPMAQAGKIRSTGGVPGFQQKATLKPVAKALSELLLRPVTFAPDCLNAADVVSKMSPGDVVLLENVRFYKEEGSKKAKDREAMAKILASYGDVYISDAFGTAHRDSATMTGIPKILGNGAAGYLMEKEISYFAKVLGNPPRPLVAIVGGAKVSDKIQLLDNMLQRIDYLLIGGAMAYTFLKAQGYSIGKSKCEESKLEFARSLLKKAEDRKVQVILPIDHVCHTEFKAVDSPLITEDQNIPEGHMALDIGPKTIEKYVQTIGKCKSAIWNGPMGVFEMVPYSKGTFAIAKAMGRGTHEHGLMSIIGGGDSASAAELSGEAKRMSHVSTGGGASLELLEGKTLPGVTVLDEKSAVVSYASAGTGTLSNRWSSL
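Luminescent ATP detection (Kinase-Glo Plus) follows a 60-minute room-temperature incubation, with wells lacking PGK as controls. Buffer: 100 mM TEA (pH 7.6), 5 mM MgCl2, 0.01% Tween-20. Coupling enzyme GAPDH (100 nM final) supplies unstable 1,3-BPG in-well.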
Pin1 inh: qHTS Assay to Find Inhibitors of Pin1; Peptidyl-prolyl cis-trans isomerase NIMA-interacting 1 (Homo sapiens), Q13526; Pin1 FP peptide displacement, HiFluor488, 10 min; Potency, µM (top dose mostly 115 µM), for the others: at the highest dose activity, negative = inhibition, actives largely listed as inhibitors; 390,000 tested, 0.009% active; AID 504891, 2011; active means well fitted inhibition curve with a large enough effect in the polarisation, with a control signal flat, not every such curve was filed as active; inconclusive means small, poorly fitted or top-dose-only effect, or effect the other way, or a change in a side signal; inactive means no such curve, though single readings can be large or run the other way; the % refers to the polarisation; further: on the % scale 0 is the no-effect control and ±100 the full control effect
Target sequence (Q13526 whole entry, looked up): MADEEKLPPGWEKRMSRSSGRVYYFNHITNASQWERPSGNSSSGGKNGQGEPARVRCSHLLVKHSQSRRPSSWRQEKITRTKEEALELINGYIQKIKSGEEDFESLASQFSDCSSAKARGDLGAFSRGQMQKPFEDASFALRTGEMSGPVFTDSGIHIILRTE
JMJD2A Tudor: qHTS Assay for Inhibitors of JMJD2A-Tudor Domain. Lysine-specific demethylase 4A (Homo sapiens), O75164. AlphaScreen JMJD2A-Tudor / H3K4me3 peptide binding. Potency, µM (doses to about 114 µM), for the others: top-dose activity change, negative = inhibition, actives largely listed as inhibitors. 390,000 tested, 4.4% active. AID 504339, 2011; further: on the % scale 0 is the no-effect control and ±100 the full control effect; nearly all actives have a fitted effect of over 50% in size
G9a inh: qHTS Assay for Inhibitors of Histone Lysine Methyltransferase G9a; Histone-lysine N-methyltransferase EHMT2 (Homo sapiens), Q96KQ7; G9a H3K9 monomethylation, AlphaScreen, 2 h; Potency, µM (doses to about 102 µM), inactives show at the top dose activity, negative = inhibition, usual class: inhibitors; 350,000 tested, 8.8% active; AID 504332, 2011; further: on the % scale 0 is the no-effect control and ±100 the full control effect; nearly all actives have a fitted effect of over 75% in size
Target sequence (Q96KQ7 913-1193 limits assumed): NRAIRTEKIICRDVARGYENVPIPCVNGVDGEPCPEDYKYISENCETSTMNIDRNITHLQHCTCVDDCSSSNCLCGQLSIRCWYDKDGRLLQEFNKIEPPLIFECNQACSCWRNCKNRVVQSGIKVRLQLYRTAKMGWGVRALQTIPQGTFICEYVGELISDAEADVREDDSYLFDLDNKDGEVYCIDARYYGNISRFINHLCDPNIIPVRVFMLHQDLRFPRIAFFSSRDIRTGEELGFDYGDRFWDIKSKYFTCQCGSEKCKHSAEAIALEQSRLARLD
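Methyltransferase reactions run at room temperature for 2 h (20 nM enzyme, 500 nM biotin-H3K9 peptide, 20 uM SAM) after a 15 min compound preincubation; product detected by AlphaScreen beads and anti-H3K9me1 antibody.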
HP1b binding inh: HTS for Inhibitors of HP1-beta Chromodomain Interactions with Methylated Histone Tails; Chromobox protein homolog 1 (Homo sapiens), P83916; AlphaScreen HP1-beta / biotin-H3K9me3 peptide binding; Potency, µM (doses to about 114 µM), without a hit: at the highest dose activity change, negative = inhibition, hits mostly inhibitors; 390,000 tested, 0.56% active; AID 540317, 2011; further: nearly all actives have a fitted effect of over 70% in size; inactives centre near 23
Target sequence (P83916 whole entry, looked up): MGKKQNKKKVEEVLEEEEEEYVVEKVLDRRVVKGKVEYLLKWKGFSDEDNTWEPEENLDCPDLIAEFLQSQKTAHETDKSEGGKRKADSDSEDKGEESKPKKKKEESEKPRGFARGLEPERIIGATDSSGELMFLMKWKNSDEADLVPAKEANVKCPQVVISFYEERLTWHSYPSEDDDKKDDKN
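AlphaScreen: HP1-beta (50 nM) preformed 30 min with biotin-H3(1-18)K9me3 peptide (50 nM) in PBS pH 7.4, 0.01% Tween-20. Compound added for 30 min at RT, then streptavidin donor/nickel chelate acceptor beads (10 ug/mL) for 30 min.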
BAZ2B inh: qHTS Assay for Inhibitors of BAZ2B. Bromodomain adjacent to zinc finger domain protein 2B (Homo sapiens), Q9UIF8. AlphaScreen BAZ2B-H3K14Ac peptide displacement. Potency, µM (titrated, usually from 114 µM), without a hit: at the top dose activity change, negative = inhibition, most hits filed as inhibitors. 360,000 tested, 4.4% active; further: on the % scale 0 is the no-effect control and ±100 the full control effect; nearly all actives have a fitted effect of over 60% in size
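Compounds, titrated to a top concentration of 110 uM, were incubated 30 min at room temperature with preformed BAZ2B/acetyl-K14 H3 peptide complex (50 nM each). Proximity signal was measured by AlphaScreen after 20 min with beads.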
BLM helicase inh: qHTS Assay for Inhibitors of Bloom's syndrome helicase (BLM). 350,000 tested, 0.2% active. recombinant BLM DNA unwinding, fluorescence dequenching. Potency, µM (titrated, usually from 56.1 µM), for the others: top-dose activity change, negative = inhibition, hits mostly inhibitors;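 further: plate controls were vehicle for no effect and no enzyme for full effect; nearly all actives have a fitted effect of over 35% in size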
* = called active by the depositor; i = inactive; ? = inconclusive; · = no result given; & = joins results of further samples; [ ] = dose if it differs, or a comment. Unless noted, the call rests on the fitted dose curve; in most records, active means well fitted curve in the direction sought with a large enough effect; inconclusive means small, poorly fitted or top-dose-only effect, or another doubt; inactive means no such curve, though single readings can be large; an effect the other way counts as inactive or inconclusive. Potency means the concentration at half of the fitted maximal effect. Not all compounds are listed. The share of hits here may be higher or lower than overall.

| entry | GLS inhibitor | POLI inh | Tb PGK inh | Pin1 inh | JMJD2A Tudor | G9a inh | HP1b binding inh | BAZ2B inh | BLM helicase inh | SMILES |
| --- | --- | --- | --- | --- | --- | --- | --- | --- | --- | --- |
| 1 | -5% | 10% | 1% | 1% | -26% | 12%[0.501 µM] | 14% | ? | -3% | COc1ccc(Cc2nc3ccc(S(=O)(=O)N4CCOCC4)cc3[nH]2)cc1OC |
| 2 | 2% | ? | -7% | ? | -9% | ? | 28% | 4% | · | Cc1nnc(SCC(=O)Nc2sccc2C(N)=O)s1 |
| 3 | 1% | 6% | 13% | 4% | -6%[57.1 µM] | 26%[59 µM] | 46%[activator] | -25% | 3% | CC(C)=CCC/C(C)=C/C=N/NC(=O)c1cccc([N+](=O)[O-])c1 |
| 4 | 13% | 6% | 9% | -12% | ? | -24% | -20% | ? | -5% | O=C(CCN1CCN(C(c2ccccc2)c2ccccc2)CC1)N/N=C/c1ccc(O)cc1 |
| 5 | 4% | 15% | i | -5% | -19% | 8% | 17% | -8% | -2% | COCC1COS(=O)(=O)NC1(C)C (configuration not stated) |
| 6 | -9% | ? | 1% | ? | -27%[11.4 µM] | 11µM* | ? | 28µM* | -20% | CN=c1scc(-c2ccco2)n1/N=C/c1ccc(O)c(O)c1 |
| 7 | -3% | 40%[activator] | -2% | 4% | -23% | 8%[0.501 µM] | 30% | ? | · | CCOc1ccccc1NC(=O)COc1coc(CN2CCc3ccccc3C2)cc1=O |
| 8 | 0% | -10% | -1% | 2% | -30% | ? | 12% | ? | 0% | O=C(NCc1ccco1)C1CCN(c2nc3ccccc3n2Cc2ccccc2F)CC1 |
| 9 | 0% | ? | 1% | 6% | -26% | 50µM* | -9% | -4% | -13% | COC(=O)C1=C(O)/C(=C\c2ccc(CNC(=O)C(=O)Nc3ccc(C)c(C)c3)o2)N=C1C |
| 10 | 3% | 8% | 2% | 4% | -6% | 7% | 12% | 10% | · | CCNC(=O)C(=O)N1CCC2(CC1)OCCN2S(=O)(=O)c1ccc(C)cc1 |
| 11 | -6% | 32%[activator] | i | -8% | -9% | 2% | -6% | -2% | -5% | O=C(NCCN1CCN(C(=O)c2cccc(Br)c2)CC1)C(=O)Nc1ccc(Br)cc1 |
| 12 | 4% | 44%[activator] | 3% | 6% | -2% | 10%[59 µM] | 40%[activator] | -19% | -1% | COc1ccc(C(=O)NCc2nnc(SCC(=O)c3ccccc3)o2)cc1 |
| 13 | -1% | 39%[activator] | -7% | -8% | -12% | 15%[59 µM] | 38% | -4% | -11%[21.4 µM] | O=C(CCCN1CCC(O)(c2ccc(Br)cc2)CC1)c1ccc(F)cc1 |
| 14 | -6% | 10% | i | 1% | -3% | -7% | 34% | -18% | 1% | COC(=O)Nc1ccc(N2CCOCC2)c(S(=O)(=O)N2CCOCC2)c1 |
| 15 | -13% | -11% | -1% | 0% | ? | · | -8% | · | · | CCC(CC)c1nnc(NC(=O)c2cc([N+](=O)[O-])ccc2N2CCOCC2)s1 |
| 16 | -3% | ? | -7% | 0% | -11% | ? | 31% | -2% | -4% | CCC(=O)Nc1ccc(C(=O)CSc2nnc(-c3ccccc3F)n2C2CC2)cc1 |
| 17 | 2% | 20% | 10% | -1% | -4% | 25% | 6% | -10% | 0% | Cc1cc(C)c(S(=O)(=O)N(C)CC(=O)NCC2CCCO2)c(C)c1 (configuration not stated) |
| 18 | -5% | 4% | -2% | ? | -6% | · | 27% | · | · | Nc1c(Br)cc2c(c1Br)C(O)c1ccccc1-2 (configuration not stated) |
| 19 | -7% | ? | -6% | 4% | -14% | -32% | 28% | -6% | 0% | Cc1ccc(-n2nnnc2SCC(=O)N(CC(C)C)c2c(N)n(CC(C)C)c(=O)[nH]c2=O)cc1 |
| 20 | 0% | 1% | 4% | -1% | -6% | 13%[59 µM] | 19% | 12% | 2% | CCCC1(C(=O)OCC)NC(c2ccc(OC)cc2OC)C2C(=O)N(c3ccccc3)C(=O)C21 (configuration not stated) |
| 21 | 0% | -11%&42% | -2% | -1%&0% | 3%[57.1 µM] | 5% | 19%[57 µM] | -2% | -1% | COc1ccccc1CCNC(=O)CNC(=O)Cc1cccc2ccccc12 |
| 22 | 3% | 0% | -1% | 1% | -4% | · | 53%[activator] | 0% | -3% | COc1ccccc1CNC(=O)C1Cc2ccccc2C(=O)O1 (configuration not stated) |
| 23 | 0% | 27% | -12% | 2% | 65%[activator] | -5%[2.33 µM] | 115%[activator] | 46%[activator] | -11% | Cc1cc(Nc2ccccc2Cl)nc(-c2ccccc2O)n1 |
| 24 | -11% | 13% | 1% | 0% | -5% | -46%[59 µM] | 21% | -11% | -5% | Cc1ccc(NC(=O)Cn2c(=O)c3ccccc3n3nncc23)cc1 |
| 25 | -8% | -5% | -4% | 6% | -1% | 10µM* | 22% | -34% | -1% | O=C1CN(C(=O)CSc2nc3ccccc3n2CCc2ccccc2)c2ccccc2N1 |
| 26 | 3% | ? | -5% | 18% | -34% | 32µM* | 21% | -7% | -18% | COc1ccc(O)c(C(=O)c2cnc3nc4ccccc4n3c2)c1 |
| 27 | 0% | 19% | 0% | 3% | -7% | -8% | 7% | -1% | -3% | Cc1ccc(-c2noc(CN(C(=O)c3ccc4c(c3)OCO4)C(C)C)n2)cc1 |
| 28 | -1% | 4% | 8% | 2% | -1% | -2%[59 µM] | 41%[activator] | 18% | 4% | O=C(C1CCCN(S(=O)(=O)c2ccccc2)C1)N1CCN(c2ncccn2)CC1 (configuration not stated) |
| 29 | -3% | ? | -8% | -19% | -26% | · | 8% | ? | -1% | Cc1ccccc1N1CCN(Cc2cc3c(cc2[N+](=O)[O-])OCO3)CC1 |
| 30 | 2% | 40%[activator] | -1% | -1% | -6% | · | 38% | -4% | -1% | CC(=O)N1CCc2cc(S(=O)(=O)NCC(=O)NCc3ccc(F)cc3)ccc21 |
| 31 | 1% | 86%[activator] | 1% | 4% | -11% | 5% | 15% | -3% | -1% | CN1CCN(C(=O)c2cc3nc(-c4ccco4)cc(C(F)(F)F)n3n2)CC1 |
| 32 | 3% | 77%[activator] | -5% | -6% | -11% | · | 3% | · | · | Cc1ccc(C(=O)NC(C)C2CC3CCC2C3)cc1 (configuration not stated) |
| 33 | 1% | 10% | i | -1% | -14% | -3%[12.7 µM] | 6% | 0% | -1% | Cc1nc(NC(=O)CSc2nnc(C)n2CC2CCCO2)sc1C (configuration not stated) |
| 34 | -4% | -9% | i | -5% | 0% | 7% | 23% | 4% | -3% | COc1ccc(-c2nnc(SCc3nnc(-c4ccccc4)o3)n2-c2ccccc2)cc1 |
| 35 | -9% | -13% | · | -12% | -4% | 28%[59 µM] | 29% | 20% | -4% | Cc1nc(NCCN2CCOCC2)c2nnn(Cc3c(F)cccc3Cl)c2n1 |
| 36 | -2% | -19% | -1% | 1% | -10% | · | 21% | · | · | COCCn1c(N)c(N(Cc2ccccc2)C(=O)c2ccc(N3CCCC3=O)cc2)c(=O)[nH]c1=O |
| 37 | 4% | ? | 1% | 7% | -15% | 9% | 57%[activator] | -8% | 0% | COc1cc(/C=N/NC(=O)c2c(C)nnn2-c2nonc2N)ccc1O |
| 38 | 1% | 49%[activator] | -4% | 0% | -13% | · | 31% | -5% | -7% | Cc1ccccc1OCC(O)CNC1CCCC1 (configuration not stated) |
| 39 | -4% | 6% | -5% | -15% | 3% | -22%[12.7 µM] | 30% | -33% | 1% | Cc1cccc(Nc2ncc3c(n2)CC(C)CC3=O)c1 (configuration not stated) |
| 40 | 2% | 30% | i | 5% | -5% | ? | 52%[activator] | 9% | -1% | COc1cc(C(=O)Nc2ccc(S(=O)(=O)Nc3cnc4ccccc4n3)cc2)cc(OC)c1OC |
| 41 | -6% | 47%[activator] | i | 2% | 1.6µM* | 35µM* | ? | 50µM* | -2% | O=[N+]([O-])c1cccc(CN2CCC(Cc3ccccc3)CC2)c1 |
| 42 | 1% | 35%[activator] | 3% | 3% | -9% | 40µM* | 38% | 18% | 2% | CCn1c(N2CCN(CC(=O)c3c[nH]c4ccccc34)CC2)nc2c1c(=O)[nH]c(=O)n2C |
| 43 | -1% | 3% | -13% | 0% | -8% | 15% | 27% | -12% | -8% | CC(NC(=O)c1cccc(OC2CCN(C(=O)C3CC3)CC2)c1)c1ccc(F)cc1 (configuration not stated) |
| 44 | 11% | ? | -1% | 3% | 40µM* | ? | -68% | 2.8µM* | -9% | Cc1ccc(C)n1N1C(=O)/C(=C\c2ccc(Cl)cc2)SC1=S |
| 45 | 1% | ? | -7% | -1% | -15% | 12%[59 µM] | 10% | 2% | 4% | CC(=O)c1cccc(NC(=O)CCNS(=O)(=O)c2cccc3nsnc23)c1 |
| 46 | -11% | 27% | i | -1% | -12% | -5% | 53%[activator] | 1% | -6% | CCOC(=O)C1(CCCc2ccccc2)CCN(C(=O)C2=C(C)OCCO2)CC1 |
| 47 | 17% | -14% | 1% | 1% | -5% | -7% | 43%[activator] | -11% | 0% | O=C(NCCc1ccccc1)C1CCN(S(=O)(=O)N2CCCCCC2)CC1 |
| 48 | -1% | 20% | -6% | -2% | -12% | 14%[12.7 µM] | 24% | 0% | 2% | Cc1cc(NC(=O)CSc2nc3ccccc3n2CC(=O)N2CC(C)CC(C)C2)no1 (configuration not stated) |
| 49 | -1% | 18% | -4% | 4% | 54%[activator] | · | 49%[activator] | · | · | COC(=O)C1CCc2c(ccc3c2CCCC3)C1=O (configuration not stated) |
